LEDGF integ inh: blockers of LEDGF/p75-dependent integrase strand transfer – biochemical, TR-FRET, high throughput, primary screen; HIV-1 integrase (with human LEDGF/p75); TR-FRET IN-LEDGF/p75 DNA integration, Eu/Cy5; inhibition, % at 3.7 µM; 370,000 tested, 0.64% active;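 active = inhibition above the screen-wide mean plus 3 SD, cut at about 13% in these data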;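 note: signal is the Cy5 over europium emission ratio at 671 and 618 nm; 0% = plate median of compound wells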
MBD2 inh: inhibitors of MBD2 binding to methylated DNA, primary screen, biochemical, TR-FRET, DNA-binding domain, human. 370,000 tested, 0.31% active. Methyl-CpG-binding domain protein 2 (Homo sapiens), Q9UBB5. inhibition, % at 4.4 µM. MBD2 binding to methylated oligonucleotide; in the data active = inhibition above about 13%
Target sequence (Q9UBB5 whole entry, looked up, the tested form may be a part): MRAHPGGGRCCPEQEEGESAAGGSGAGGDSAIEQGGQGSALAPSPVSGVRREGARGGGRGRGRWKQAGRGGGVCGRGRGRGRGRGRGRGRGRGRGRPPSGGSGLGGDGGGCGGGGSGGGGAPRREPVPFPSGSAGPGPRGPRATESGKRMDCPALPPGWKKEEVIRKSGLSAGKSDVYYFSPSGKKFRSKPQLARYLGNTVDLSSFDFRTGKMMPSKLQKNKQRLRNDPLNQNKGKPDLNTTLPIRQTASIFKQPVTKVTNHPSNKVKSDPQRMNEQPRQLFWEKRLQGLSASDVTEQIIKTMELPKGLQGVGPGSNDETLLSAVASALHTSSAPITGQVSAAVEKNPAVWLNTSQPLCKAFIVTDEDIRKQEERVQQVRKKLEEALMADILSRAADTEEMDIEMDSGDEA
UHRF1 MBD2 ctr: UHRF1 methylated DNA binding inhibitors, primary screen, counter-screen for MBD2 inhibitor project, biochemical, TR-FRET, human UHRF1, single concentration; AID 687016, 2013; inhibition, % at 4.4 µM; UHRF1 binding to methylated oligo; 370,000 tested, 0.75% active; in the data active = inhibition above about 21%;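 note: UHRF1 SRA domain binding a hemimethylated CpG hairpin DNA probe; 0% = median of test compound wells and 100% = reference inhibitor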
HTRA1 inhibitor: HTRA1 serine protease inhibitors, primary screen, biochemical, fluorescence polarization, HTS; Q92743; AID 504803, 2011; inhibition, % at 5.96 µM; recombinant HTRA1, FP-rhodamine activity-based probe; 340,000 tested, 0.5% active; in the data active = inhibition above about 36%;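 note: 0% = enzyme with DMSO and 100% = wells lacking enzyme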
ABHD4 inh: ABHD4 inhibitors, primary screen, biochemical, fluorescence polarization, mouse; (Lyso)-N-acylphosphatidylethanolamine lipase (Mus musculus), Q8VD66; purified mABHD4, FP-Rh probe fluorescence polarization; inhibition, % at 8.92 µM; 370,000 tested, 0.54% active; AID 720543, 2013;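 active = inhibition exceeding the mean over every tested compound plus 3 SD, cut at about 30% in these data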;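 note: 0% = plate median of compound wells and 100% = S159A mutant with DMSO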
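Assay system: Wild-type mouse ABHD4 protein | Medium: HEPES pH 7.0 buffer, 150 mM NaCl, 0.01% Pluronic F-127 | Incubation: Enzyme–compound pre-incubation 45 min, then probe 60 min, both 25 °C | Technique: Fluorescence polarization with parallel and perpendicular emission, 525/598 nm | Evaluation: % inhibition of FP-Rh probe binding versus controls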
Rev-erbA mod: modulators of Rev-erb alpha DNA binding, primary screen, biochemical, FITC-DNA, fluorescence polarization, uHTS | Nuclear receptor subfamily 1 group D member 1 (Homo sapiens), P20393 | AID 1259318, 2017 | activity, % at 10 µM | 370,000 tested, 0.79% active | Rev-erbα–FITC-DNA binding, 90 min;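 active = activity above about 14%, limit read from the data; passing the limit was not always enough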;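 note: 0% = DMSO wells with 35 nM protein and 100% = DMSO wells with 750 nM protein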
PG9 Ab binder: binders of HIV-1 gp120 antibody PG9, primary screen, biochemical, TR-FRET | HIV-1 gp120 / PG9 antibody interaction | TR-FRET gp120-PG9 antibody binding | inhibition, % at 6.7 µM | 360,000 tested, 0.43% active | AID 624416, 2012; in the data active = inhibition above about 8.5%
rCAG binder: binders of r(CAG) RNA repeats, primary screen, biochemical, fluorescence | r(CAG) RNA repeat, TO-PRO-1 dye displacement fluorescence | inhibition, % at 3 µM | 370,000 tested, 1.3% active | AID 651821, 2012;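 active = inhibition above the plate cutoff, the mean of all test compounds on that plate plus 3 SD, cut at about 35% in these data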;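 note: 0% = DMSO alone and 100% = 100 µM mitoxantrone as full dye displacement; higher means more dye released from RNA so lower well fluorescence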
TCR-CD3 inh: inhibitors of human TCR-CD3 interaction, primary screen, biochemical, fluorescence, TAMRA-labeled TCR probe; T-cell receptor (TCR); inhibition, % at 9.4 µM; 360,000 tested, 0.37% active; AID 651800, 2012; in the data active = inhibition above about 19%;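 note: recombinant mutant TCR 2C K166C tagged with TAMRA read by polarization; 0% = receptor in buffer alone and 100% = receptor with positive control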
PRMT1 FP inh: PRMT1 methyltransferase inhibitors, primary screen, biochemical, fluorescence polarization | Protein arginine N-methyltransferase 1 (Homo sapiens), Q99873 | 370,000 tested, 1.3% active | AID 652257, 2013 | recombinant PRMT1, activity-based probe fluorescence polarization | inhibition, % at 2.79 µM;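 active = inhibition above about 21% made by adding two undisclosed values, limit read from the data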
Target sequence (Q99873 whole entry, looked up): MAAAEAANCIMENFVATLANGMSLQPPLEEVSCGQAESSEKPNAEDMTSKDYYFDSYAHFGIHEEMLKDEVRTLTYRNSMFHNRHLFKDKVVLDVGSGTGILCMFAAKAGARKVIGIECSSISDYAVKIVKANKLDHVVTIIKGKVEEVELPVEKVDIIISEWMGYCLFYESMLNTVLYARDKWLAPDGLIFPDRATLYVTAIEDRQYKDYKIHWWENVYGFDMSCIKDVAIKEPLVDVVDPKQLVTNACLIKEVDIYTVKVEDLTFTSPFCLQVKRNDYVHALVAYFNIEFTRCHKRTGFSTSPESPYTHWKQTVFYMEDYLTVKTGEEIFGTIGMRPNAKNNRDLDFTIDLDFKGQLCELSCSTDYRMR
* = called active by the depositor; nt = no result given. A portion of the library; count on the stated rates, not on these rows.

SMILES	LEDGF integ inh	MBD2 inh	UHRF1 MBD2 ctr	HTRA1 inhibitor	ABHD4 inh	Rev-erbA mod	PG9 Ab binder	rCAG binder	TCR-CD3 inh	PRMT1 FP inh
COc1ccc2c(c1)c(C(=O)N/N=C/c1cn(C)c3ccccc13)c(C)n2C	-3	-2	0	-3	4	2	-0.8	2	-6	-1
Cc1ccnc2nc(C(=O)NC3=NCCS3)nn12	0	-2	0	2	4	2	-2.0	-1	2	-1
CC1(C)CC(=O)C(C(=O)/C=C/c2ccco2)C(=O)C1	-1	0	0	4	9	1	0.7	2	4	-1
COc1ccc(NC(=O)CC2SC(N)=NC2=O)c([N+](=O)[O-])c1 (stereo unspecified)	-1	-3	-3	2	5	-5	-2.2	1	-1	1
O=C(COC(=O)c1ccc(Br)o1)NCC(=O)Nc1ccc(F)cc1	-1	-4	-1	-2	0	4	-1.2	2	4	-5
COc1cccc(N(C(=O)c2ccco2)C(C(=O)NC2CCCC2)c2ccc(N3CCOCC3)cc2)c1 (stereo unspecified)	1	3	5	-6	-15	3	-0.3	-1	-5	7
COC1Cc2ccccc2N(C(=O)N2CCN(CCO)CC2)c2ccccc21 (stereo unspecified)	-4	-5	-4	8	-1	0	1.4	-5	-3	0
CNC(=O)[C@@]1(Cc2ccccc2)C=C[C@@H](C)N1C(=O)OC	-1	2	-1	3	-6	-2	2.1	3	2	3
Cn1c2c(c(=O)n(C)c1=O)NC1(N2)C(=O)Nc2ccccc21 (stereo unspecified)	-1	-6	-3	-6	-1	1	1.2	0	0	3
Cc1ccccc1S(=O)(=O)Cc1ccc(C(=O)N2CC(C)CC(C)C2)o1 (stereo unspecified)	0	-1	-3	-11	0	-12	-2.8	0	4	-2
COc1ccc(C)cc1NS(=O)(=O)c1cn(C)c(=O)n(C)c1=O	4	3	-2	-1	4	5	-1.5	0	-10	-5
O=C(O)c1ccc(CNC(=O)C2CCCN2C(=O)OCc2ccccc2)cc1 (stereo unspecified)	-6	1	3	-7	-2	-9	1.3	1	-10	6
CC(C)(C)NC(=O)c1cccc2c1-c1ccccc1C2=O	-1	-1	-2	-1	-5	1	0.3	-4	1	2
CN(C(=O)COC(=O)c1c2c(nc3ccccc13)CCCC2)c1c(N)n(Cc2ccccc2)c(=O)[nH]c1=O	3	1	-1	-13	2	1	0.8	7	0	-2
Cc1ccc(NC(=O)c2ccccc2Cl)c(Cl)c1	-4	5	-2	-6	2	-1	-1.0	1	7	-2
O=S(=O)(NCCc1ccccc1)c1cccc2cccnc12	3	3	-3	-3	0	0	-3.2	-1	2	-2
CCOC(=O)Nc1cccc2c1-c1ccc([N+](=O)[O-])cc1C2=O	2	-7	-3	-2	-12	5	-3.7	4	-13	-1
Cc1ccc(OCCNC(=O)c2ccccc2F)cc1	-2	3	3	1	6	-1	-1.4	-5	-6	5
O=C(CN1CCN(C(=O)C2CCCO2)CC1)Nc1cc(C(F)(F)F)ccc1Cl (stereo unspecified)	-3	-2	-3	-2	-1	-3	-0.9	-8	10	-1
O=[N+]([O-])c1cccnc1NCCc1ccccc1	0	2	1	-1	-1	-5	-1.4	-3	-4	1
Cc1ccccc1C(=O)NC(CC(C)C)C(=O)Nc1cccc(S(=O)(=O)N(C)C)c1 (stereo unspecified)	0	7	1	-6	4	-2	-0.1	-2	-7	6
CS(=O)(=O)c1ccc(OC[C@@H](O)CN2CCC(C(O)(c3ccccc3)c3ccccc3)CC2)cc1	2	-1	0	nt	4	2	nt	-2	nt	2
CC1(C(=O)NS(=O)(=O)c2ccccc2)CCN1C(=O)CC(c1ccccc1)c1ccccc1 (stereo unspecified)	-2	4	4	nt	11	-5	-2.4	31	-9	2
O=C(O)c1ccc([N+](=O)[O-])c(CS(=O)(=O)c2ccc(Cl)cc2)c1	-4	1	3	6	-4	2	-0.4	-2	-1	2
CN(C)C(=C(C#N)C#N)N1CCN(c2ccc(Cl)c(Cl)c2)CC1	0	-2	2	-5	-7	2	0.5	-2	6	-3
COc1cccc(CN(c2ccc3c(c2)CCC3)S(=O)(=O)c2ccc(-n3cnnn3)c(OC)c2)c1	-3	1	-3	-17	-7	7	0.6	10	-1	-1
O=C(Nc1ccccc1)c1cccnc1NCCc1ccccc1	-3	6	14	-64	-9	0	1.0	1	-1	-1
COc1ccc(-n2nnnc2Sc2ccc(S(=O)(=O)N3CCOCC3)cn2)cc1	3	2	0	-4	3	0	-0.5	-3	5	3
Cc1ccc(-c2nc(C(=O)NCC3CCCO3)cc3c2[nH]c2ccccc23)cc1 (stereo unspecified)	-1	-5	0	-99	-42	-2	5.8	16	-4	-1
Cc1c(C)n(C(=O)CN2CCC(C(N)=O)CC2)c2ccccc12	0	0	-1	-5	-4	0	-2.1	-4	-8	-2
COc1cc(NC(=O)CNc2cccc(S(=O)(=O)N3CCOCC3)c2)cc(OC)c1	-1	4	-3	-5	1	-2	0.1	5	10	-2
CCCCN(CC)C(=O)c1ccc(Cl)cc1	-2	3	0	-3	0	-4	1.3	-7	0	1
Cc1ccc(S(=O)(=O)N(C)C)cc1-n1c(SCC(=O)Nc2ccccc2)nc2ccccc2c1=O	0	3	-2	-29	-21	-1	-0.8	8	4	-1
CC1CC(C)(C)CC2(C1)NC(=O)N(CC(=O)Nc1cc(C(F)(F)F)ccc1N1CCCCC1)C2=O (stereo unspecified)	-9	0	-2	-20	3	2	1.3	6	-1	5
C/C=C(\C)CN1CCc2cc(OC)c(OC)cc2C1	4	-2	4	-1	-1	4	-0.7	1	1	1
CC(C)(C)OC(=O)NCCCC[C@H](NC(=O)c1nc[nH]c1C(=O)NC(c1ccccc1)c1ccccc1)C(=O)OC(C)(C)C	0	-4	-1	-62	-44	3	-2.4	14	5	2
Cc1ccc(CS(=O)(=O)CCC(=O)NCc2ccccn2)cc1	3	9	1	3	2	3	1.9	0	1	0
CC(C)CC(NC(=O)OCc1ccccc1)C(=O)NCC(=O)NCC(=O)OCc1ccccc1 (stereo unspecified)	-2	-8	-1	nt	4	-3	0.5	-2	10	-1
COc1ccc(/C=C/C(Cc2cccc(C(C)=O)c2)c2ccc(C)cc2)cc1 (stereo unspecified)	-2	-3	0	nt	-3	3	nt	5	nt	6
COc1ccc(C2C(C(C)=O)=C(O)C(=O)N2c2ccc(O)cc2)cc1 (stereo unspecified)	2	-9	-6	6	3	-4	0.6	0	8	-5
CC(CC(=O)NC(C)c1ccc2c(c1)OCCO2)c1ccccc1 (stereo unspecified)	0	6	0	7	-3	6	-0.6	-7	1	0
COc1ccc(N(CC(=O)Nc2ccc(C)cc2C)S(=O)(=O)c2ccccc2[N+](=O)[O-])c(OC)c1	0	2	1	nt	-2	-3	-0.5	7	3	1
O=C(CSc1nccc(=O)[nH]1)NCc1ccc2c(c1)OCO2	3	-2	1	2	6	5	0.3	1	8	-1
COc1cc(CNCCc2ccccc2)ccc1OCC(=O)NC(C)(C)C	1	-3	-1	0	7	5	0.4	0	-1	-3
Cc1[nH]c(C)c(S(=O)(=O)N2CCN(c3ccccc3)CC2)c1C(=O)N1CCCCC1	0	-7	-1	10	0	4	1.8	-5	-8	-1
O=P(c1ccccc1)(c1ccccc1)C(O)c1ccc(Br)cc1 (stereo unspecified)	1	0	-1	-6	5	0	-1.7	-4	10	1
CC1=C(C(=O)N2CCOCC2)CC(CC(=O)NCCCN(C)C)C(=O)N1CCC1=CCCCC1 (stereo unspecified)	-4	5	2	-4	4	2	-0.8	0	0	1
Cc1nc2c(c(=O)c3ccccc3n2C)c(=O)n1C1CCCCCC1	5	0	-3	7	-6	15	-2.2	3	2	-7
COC(=O)Cc1ccc(NC(=S)NCc2ccco2)cc1	1	4	3	5	7	3	0.0	1	5	-1
COc1ccc2c(c1)C(=O)N(c1ccccc1OC)C(=O)C2	-4	0	2	3	0	-5	0.6	4	-6	2
COc1ccc(-c2cc(C(F)(F)F)n3nc(C(=O)NCc4ccco4)cc3n2)cc1	1	-8	-1	-34	-14	-6	-1.9	4	3	12
O=C(O)C1(NS(=O)(=O)c2ccc(Cl)cc2)CCCCC1	-2	3	-4	11	3	4	0.7	3	-5	2
COc1ccc(CNC(=O)C[C@H]2C[C@H](C(=O)N3CCCCC3)[C@@]3(C)c4[nH]c5cc(CCC(=O)N(C)C)ccc5c4CCN3C2=O)cc1OC	-6	-10	-1	5	3	-5	-1.2	2	0	-2
Cc1ccc(S(=O)(=O)NC2CC(C)(C)NC(C)(C)C2)cc1	0	-5	1	2	1	-9	1.2	-4	-1	-2
COc1cc(NCCCn2cnc3c(OCc4ccccc4)ncnc32)cc(OC)c1OC	3	-2	-1	0	3	-1	-2.9	3	-3	-1
O=C1NC(=Nc2ccc(O)cc2)S/C1=C\C=C\c1ccco1	39*	-5	5	22	23	-17	-1.5	28	7	13
CCCSc1nc2ccsc2c(=O)n1CC	3	3	-1	-1	-1	4	1.4	-3	0	-1
Cc1ccc([N+](=O)[O-])c(NC(=O)COC(=O)CCNS(=O)(=O)c2cccs2)c1C	-2	0	1	3	6	3	0.1	1	-4	1
O=C(CSCC(=O)N1CCCCC1)OCC(=O)c1c[nH]c2ccccc12	-3	5	1	-16	2	2	0.5	1	-6	0
CC(=O)NCCc1ccc(S(=O)(=O)Nc2ccc(C)c(S(=O)(=O)N3CCOCC3)c2)cc1	3	4	2	1	4	6	0.2	3	2	0
The list goes on:
SMILES	LEDGF integ inh	MBD2 inh	UHRF1 MBD2 ctr	HTRA1 inhibitor	ABHD4 inh	Rev-erbA mod	PG9 Ab binder	rCAG binder	TCR-CD3 inh	PRMT1 FP inh
Cn1cnnc1Sc1ccc(C(=O)NCCC23CC4CC(CC(C4)C2)C3)cc1[N+](=O)[O-]	1	1	2	-8	2	-2	-0.2	2	3	-4
C=CCOC/C=C/C#CCN(CC=C)Cc1ccc(OC)cc1OC	6	-1	-1	nt	-1	7	nt	-2	nt	-1
Cn1c(SCc2cccc(Br)c2)nc2c1c(=O)[nH]c(=O)n2C	4	-1	2	8	-3	1	-0.9	-1	-12	0
COc1ccccc1CCC(=O)Nc1nccs1	-5	6	2	-7	3	4	-1.3	-3	-4	-1

Some of these compounds in order of the Rev-erbA mod value, lowest first:
Structure	LEDGF integ inh	MBD2 inh	HTRA1 inhibitor	ABHD4 inh	Rev-erbA mod	PG9 Ab binder	TCR-CD3 inh	PRMT1 FP inh
Cn1cnnc1Sc1ccc(C(=O)NCCC23CC4CC(CC(C4)C2)C3)cc1[N+](=O)[O-]	1	1	-8	2	-2	-0.2	3	-4
COc1ccccc1CCC(=O)Nc1nccs1	-5	6	-7	3	4	-1.3	-4	-1
C=CCOC/C=C/C#CCN(CC=C)Cc1ccc(OC)cc1OC	6	-1	nt	-1	7	nt	nt	-1
